MsrA act: bovine methionine sulfoxide reductase A activation. purified bovine MsrA, absorbance read-out. activation, % at 10.6 µM. actives 0.3% (n = 360,000). AID 602163; in the data active means activation above about 7.5%;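 further: 0% = vehicle and 100% = reference activator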
Rin1-Abl PPI inh: human Rin1-Abl interaction inhibition; actives 0.4% (n = 360,000); TR-FRET Rin1/Abl binding, biochemical; inhibition, % at 7.35 µM; AID 588664; in the data active means inhibition above about 5%, passing the limit was not always enough
SKN-1 inh: C. elegans SKN-1 inhibition; actives 0.49% (n = 360,000); C. elegans VP596 Pgst-4::GFP/RFP ratio, acrylamide-induced, 24 h; inhibition, % at 21.8 µM;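 active means interference check ratio from 0.5 to 1.5 plus GFP to RFP signal ratio inhibition reaching or exceeding a fixed threshold, cut at about 30% in these data, passing the limit was not always enough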; further: some compounds called inactive have numbers as strong as hits
NRP1-CendR mod: NRP-1/CendR interaction modulation | actives 0.85% (n = 360,000) | AID 602438 | O14786 | inhibition, % at 25 µM | FAM-RPARPAR peptide binding to NRP-1, fluorescence polarization;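 active means inhibition or corrected inhibition above about 18%, plus a signal ratio from 0.5 to 1.5, limit read from the data, passing the limit was not always enough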; further: strong numbers were not always called active
MT1-MMP act inh: MT1-MMP (human) activation inhibition; HT1080 RFP-PRO-GFP cells, GFP/RFP ratio fluorescence, overnight; percent of plate control window, DMSO zero; GFP/RFP ratio change, % at 20 µM; actives 0.061% (n = 360,000);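 active means GFP/RFP ratio change of at least 30% with cell ATP level not reduced by more than half and red fluorescence within 50% of control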; further: strong numbers were not always called active
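Compound: 20 µM single dose, 1% DMSO / System: HT1080 RFP-PRO-GFP cells / Controls: DMSO and RFP-L50D-GFP cell wells / Read-out basis: GFP/RFP fluorescence ratio / Schedule: overnight compound exposure at 37 °C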
E coli Lon inh: inhibitors of E. coli Lon protease. P0A9M0. actives 0.42% (n = 360,000). purified E. coli Lon protease, fluorescence polarization. inhibition, % at 7.94 µM; in the data active means inhibition above about 13%, passing the limit was not always enough;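 further: 0% = enzyme with probe and DMSO and 100% = no enzyme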
Neddyl block: blocks human cullin neddylation; AID 651699; TR-FRET cullin neddylation, biochemical; P61081+Q13564; calls only at 25 µM; actives 0.58% (n = 360,000); in the data active means inhibition above about 36%
Target sequence (P61081 whole entry, looked up): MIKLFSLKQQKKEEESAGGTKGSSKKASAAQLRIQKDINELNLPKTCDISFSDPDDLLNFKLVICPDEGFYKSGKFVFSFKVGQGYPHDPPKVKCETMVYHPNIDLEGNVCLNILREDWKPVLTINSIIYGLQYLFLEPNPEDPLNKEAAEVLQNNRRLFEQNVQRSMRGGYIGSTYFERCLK
Target sequence (Q13564 whole entry, looked up): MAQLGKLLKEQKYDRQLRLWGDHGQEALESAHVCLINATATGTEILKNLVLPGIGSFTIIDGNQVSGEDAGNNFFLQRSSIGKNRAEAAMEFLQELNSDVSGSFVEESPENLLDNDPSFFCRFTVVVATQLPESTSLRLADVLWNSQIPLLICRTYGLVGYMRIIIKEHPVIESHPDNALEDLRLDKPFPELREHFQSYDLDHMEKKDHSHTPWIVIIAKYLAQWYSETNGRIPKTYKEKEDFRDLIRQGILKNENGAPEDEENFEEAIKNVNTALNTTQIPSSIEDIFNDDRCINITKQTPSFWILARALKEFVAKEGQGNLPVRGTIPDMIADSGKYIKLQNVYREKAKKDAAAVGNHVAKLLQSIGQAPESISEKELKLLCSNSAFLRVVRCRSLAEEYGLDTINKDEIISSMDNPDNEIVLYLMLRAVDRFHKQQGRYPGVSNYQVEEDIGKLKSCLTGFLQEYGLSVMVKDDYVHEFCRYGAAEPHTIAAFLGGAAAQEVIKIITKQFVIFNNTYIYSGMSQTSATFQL
FAS TE block: FAS thioesterase (human) inhibition; recombinant FAS-TE, OMFH fluorogenic substrate, fluorescence endpoint; P49327; inhibition, % at 15 µM; actives 0.67% (n = 360,000);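 active means compounds whose normalised, plate-corrected inhibition of enzyme fluorescence in the single-dose primary screen is 50% or more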;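 further: 0% = DMSO with enzyme and 100% = substrate without enzyme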
MsrA inhibitor: inhibitors of bovine MsrA; purified bovine MsrA, absorbance read-out; inhibition, % at 15.5 µM; actives 0.75% (n = 360,000); in the data active means inhibition above about 4.5%;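 further: 0% = vehicle wells with enzyme and 100% = reference inhibitor wells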
Starred values were filed as active, the others as inactive; i = inactive; . = not tested or not shown. Rows were taken by chance, and some 4.2% of all compounds hit somewhere here.

The line under a structure holds: MsrA act	Neddyl block	MsrA inhibitor	E coli Lon inh	MT1-MMP act inh	NRP1-CendR mod	SKN-1 inh	FAS TE block	Rin1-Abl PPI inh
> CCOC(=O)c1ccc(NC(=O)C2CCCN(S(=O)(=O)c3ccc(F)cc3)C2)cc1 (centres undefined)
    -6	i	-0.7	1	-3	-3	7	16	-4
> CN(C)c1ccc(/C=N/NC(=O)c2ccc3nc[nH]c3c2)cc1
    -3	i	4.9*	3	5	-2	10	-4	-4
> CN(C)C=Nc1ncc2c3ccccc3n(CCN(C)C)c2c1C#N
    -9	i	3.2	2	-14	4	-11	-9	-2
> N/C(=N\c1nc2ccccc2o1)NC(=O)c1ccccc1NC(=O)c1ccccc1
    -5	i	-0.2	-1	-3	4	27	-2	-4
> CCOc1ccc(-c2cc(CCCC(=O)NCc3ccco3)no2)cc1
    -2	i	0.4	-11	0	-6	2	-17	-2
> O=C(c1ccco1)N1CCN=C1SCc1cccnc1
    -2	i	-0.1	-3	10	2	1	-4	-1
> COC(=O)c1cc2cc(Cl)ccc2nc1SC
    -3	i	1.6	8	-2	-3	-4	11	-1
> Cc1ccc2c(c1)c1c3n2CCCNC3CCC1 (centres undefined)
    0	i	1.2	1	1	2	7	-6	3
> Cc1cccc(Oc2ncnc3oc(-c4ccccc4)cc23)c1C
    -5	i	-0.3	-6	-4	0	-23	-3	6
> COc1ccc(-c2nc3cc(C)ccn3c2NCc2ccc3c(c2)OCO3)cc1
    -6	.	-0.4	-1	2	5	0	18	-4
> CC(C)Cn1cc(C(=O)NCCCOC(C)C)c2c3ccccc3n(C)c2c1=O
    0	.	-0.2	5	6	15	15	-2	4
> COc1ccc(CSC2=CS(=O)(=O)c3ccccc3N2)cc1
    -11	i	-1.0	-6	1	-2	-10	-6	0
> Cc1cnc(C(=O)OCc2c(C)cc(C(C)(C)C)cc2C)cn1
    -2	i	0.6	-7	1	4	-1	27	0
> O=C1NC(c2ccc(Cl)cc2)=COc2ccccc21
    -2	i	0.5	-2	4	3	10	-1	5
> Cc1ccc(Cl)cc1-c1ccc(/C=N/n2cnnc2)o1
    -6	i	4.9*	-4	0	0	-1	2	0

The results go on.
The line under a structure holds: MsrA act	Neddyl block	MsrA inhibitor	E coli Lon inh	MT1-MMP act inh	NRP1-CendR mod	SKN-1 inh	FAS TE block	Rin1-Abl PPI inh
> COc1ccc(C(=O)N2CCN(c3ccc(NC(=O)c4cccnc4)cc3)CC2)cc1
    -2	i	0.8	-5	-5	7	6	-3	-2
> CC(=O)Nc1ccc(Oc2cc(NC(C)=O)cc([N+](=O)[O-])c2)cc1
    -5	i	1.3	-7	-4	5	1	7	4
> COc1ccccc1CNC(=O)C[n+]1ccccc1
    -5	i	-0.3	-5	4	-5	-17	-9	2
> CC1=C(C(=O)OCc2ccccc2)C(c2ccc3ccccc3c2)NC(=O)N1CCCC(=O)O (centres undefined)
    -1	i	0.5	10	2	-8	-8	-4	1
> O=C(c1ccccc1)N1CCN(c2ccccc2F)CC1
    -3	i	0.6	3	5	11	6	-6	0
> CC(C)N=C(NC#N)SCc1ccc(F)cc1
    -2	i	-0.3	-3	-4	-4	-2	-6	2
> CN(C(=O)c1ccncc1)C1CCCN(Cc2ccccc2F)C1 (centres undefined)
    -3	i	0.1	4	-1	6	11	-6	0
> CCCOc1ccc(F)cc1-c1cc(C(=O)Nc2ccc(F)cc2)[nH]n1
    -2	i	0.6	-2	-1	-1	11	24	-6
> Cc1ccccc1C(=O)OC1CCN(C)CC1
    -5	i	-1.1	4	-3	2	-2	-5	1
> O=C(c1ccco1)N1CCN(C(=S)Nc2ccc(Br)cc2Cl)CC1
    -7	i	-0.9	-9	2	9	-6	-2	-2
> O=C(OC1CCCCC1)c1cc2ccccc2oc1=O
    -6	i	1.0	12	2	13	-9	1	-4
> CCOc1ccc(N2CC(C(=O)Oc3ccccc3)CC2=O)cc1 (centres undefined)
    -2	i	0.0	-7	-6	-20	2	-5	1
> O=C(c1ccco1)c1n[nH]nc1-c1ccccc1
    2	i	2.2	0	-3	-2	10	-5	-3
> CC1CCc2cc(F)ccc2N1C(=O)CCC(=O)O (centres undefined)
    9.8*	i	-1.3	-7	0	25*	-1	-6	1
> CCOc1ccc(-c2c(C(=O)N/N=C(\C)c3ccncc3)nnn2-c2nonc2N)cc1
    -6	i	-0.1	3	-2	2	11	-3	4

Single values from the list.
Reading for COc1ccc(C(=O)N2CCN(c3ccc(NC(=O)c4cccnc4)cc3)CC2)cc1 under MsrA act: -2
Reading for COc1ccc(CSC2=CS(=O)(=O)c3ccccc3N2)cc1 under E coli Lon inh: -6
Reading for CN(C(=O)c1ccncc1)C1CCCN(Cc2ccccc2F)C1 (centres undefined) under E coli Lon inh: 4

Two entries picked at random from those above:
The line under a structure holds: MsrA act	Neddyl block	MsrA inhibitor	E coli Lon inh	MT1-MMP act inh	NRP1-CendR mod	SKN-1 inh	FAS TE block	Rin1-Abl PPI inh
> O=C(c1ccccc1)N1CCN(c2ccccc2F)CC1
    -3	i	0.6	3	5	11	6	-6	0
> CCOc1ccc(-c2c(C(=O)N/N=C(\C)c3ccncc3)nnn2-c2nonc2N)cc1
    -6	i	-0.1	3	-2	2	11	-3	4

Other structures follow:
The line under a structure holds: MsrA act	Neddyl block	MsrA inhibitor	E coli Lon inh	MT1-MMP act inh	NRP1-CendR mod	SKN-1 inh	FAS TE block	Rin1-Abl PPI inh
> Cc1cccc(-n2ncc3c(=O)[nH]c(SCC(=O)Nc4cc(C)on4)nc32)c1
    -4	i	0.3	-7	4	14	6	0	-1
> COc1ccccc1CC1(C)NC(=O)N(CC(=O)N2CCc3ccccc3C2)C1=O (centres undefined)
    -12	i	0.3	0	-2	4	17	-9	1
> OCC1(CO)CCCC(CO)(CO)C1O
    -1	i	-0.8	-4	6	19	13	-7	4
> O=C(C1CCCO1)N1CCN(c2ccccn2)CC1 (centres undefined)
    -1	i	-0.8	-12	-2	10	1	-2	3
> Cc1ccc(S(=O)(=O)Nc2ccc(NC(=O)c3cccs3)cc2)cc1
    -2	i	1.5	8	1	-4	17	12	-1
> CCOc1ccc2nc(N(CCN(C)C)C(=O)c3ccc4c(c3)CCCC4)sc2c1
    -11	i	.	-8	-1	-6	-11	28	0
> COc1ccc(/C=C(/NC(=O)c2ccccc2)C(=O)N2CCCC2)cc1OC
    -3	i	1.1	-8	2	8	19	-2	2
> CSc1ncc(C(=O)Nc2ccc(C)cc2C)c(C)n1
    -1	i	1.4	3	-3	-3	16	-4	1
> Cc1cccc(C(=O)OCN2C(=O)c3ccccc3C2=O)c1[N+](=O)[O-]
    -5	i	0.2	-8	1	6	20	20	-1
> FC(F)Sc1ccc(NC(=S)NCc2ccccc2)cc1
    -2	i	-0.1	1	0	-2	9	40	1
> Cc1ccc(NC(=O)N2CCc3ccccc32)cc1C
    -3	i	-0.7	6	6	5	8	7	-1
> CCN1CCN(c2sc(S(C)(=O)=O)nc2S(=O)(=O)c2ccc(Cl)cc2)CC1
    -3	i	.	-1	6	-6	-10	-3	-2
> CCCCCC(=O)N1CC2(CC(c3cccc(NC(=O)[C@@H]4CCC(=O)N4)c3)=NO2)C[C@@H]1C(N)=O (some centres undefined)
    -2	i	-1.6	-8	1	7	17	-10	3
> O=C(N/C(=C\c1cccc([N+](=O)[O-])c1)C(=O)N1CCOCC1)c1ccc([N+](=O)[O-])cc1
    -3	i	2.2	1	1	7	11	47	1
> CC1(C)Cc2c(c(N3CCOCC3)nc3sc4c(NN)ncnc4c23)CS1
    -3	i	0.5	7	2	2	15	4	0

Remaining list, next part
The line under a structure holds: MsrA act	Neddyl block	MsrA inhibitor	E coli Lon inh	MT1-MMP act inh	NRP1-CendR mod	SKN-1 inh	FAS TE block	Rin1-Abl PPI inh
> N#CC1=C(N)Oc2c(O)cc3ccccc3c2C1c1ccsc1 (centres undefined)
    -4	i	8.5*	5	-2	3	13	31	-2
> Cc1ccc2nc(NNC(=O)c3ccc(S(=O)(=O)N4CCc5ccccc5C4)cc3)sc2c1
    -7	i	-0.6	-7	4	7	-7	23	2
> COc1ccc(C(=O)Nc2ccc(Nc3ccccc3)cc2)cc1Br
    -3	i	-0.2	4	9	-4	1	26	-1
> CC12CCCCC1NS(=O)(=O)OC2 (centres undefined)
    0	i	0.2	-10	5	-7	-9	-9	2
> COc1ccc(/C=N/NC(=O)CNc2c(Br)cc(C)cc2Br)c(C(=O)O)c1OC
    -3	i	0.8	0	0	10	8	-5	2
> Cc1cn2c(=O)c(C(=O)N3CCN(c4ccccc4)CC3)cnc2s1
    -6	i	2.0	-9	5	5	4	-3	1
> O=C(CSc1ncn[nH]1)c1cc2ccccc2o1
    -3	i	1.5	-5	-14	14	2	-16	2
> O=C(O)COc1ccc(NC(=O)c2ccc3c(c2)C(=O)N(C2CCCCC2)C3=O)cc1
    -1	i	-0.7	2	-4	-6	24	-3	-2
> COc1cc([N+](=O)[O-])cc(/C=N/NC(=O)c2cc(C)nc3ccccc23)c1O
    -1	i	2.1	8	4	-41	22	54*	-4
> Cc1c(NC(=S)Nc2ccccc2)c(=O)n(-c2ccccc2)n1C
    -2	i	0.3	-11	6	-5	14	-9	1
> O=C(Nc1ccc2nc(-c3ccco3)[nH]c2c1)c1ccco1
    -3	.	5.1*	-19	8	-9	-1	-5	1
> NC(=O)c1cc2ccccc2oc1=NCc1ccccc1
    -2	i	0.3	4	-6	-13	11	-2	-5
> Cc1cnc(C(=O)OCC(=O)N(Cc2ccccc2)C(C)(C)C)cn1
    0	i	-0.8	-6	-2	-19	6	-5	5
> COCCNC(=O)c1ccc2ccccc2n1
    -11	i	-0.4	-9	2	0	-8	-3	0
> COc1ccc(S(=O)(=O)NC2CC2)cc1Cl
    -2	i	0.0	-3	-1	5	6	-2	-2

Further records:
The line under a structure holds: MsrA act	Neddyl block	MsrA inhibitor	E coli Lon inh	MT1-MMP act inh	NRP1-CendR mod	SKN-1 inh	FAS TE block	Rin1-Abl PPI inh
> Cc1cc(Cl)ccc1C(O)c1ncc(-c2ccc(Cl)cc2)[nH]1 (centres undefined)
    -4	i	3.0	-1	2	-2	10	14	1
> CCCCn1c(SCC(=O)Nc2cccc(C)n2)nnc1-c1ccco1
    0	i	-0.5	-10	-6	5	-15	-5	1
> Cc1ccc(CN2CCN(/N=C\C=C\c3ccccc3)CC2)cc1
    -3	i	1.0	-3	1	12	1	14	1
> COc1ccc(C2CC(c3cccs3)=NN2c2ccccc2)cc1 (centres undefined)
    -4	.	1.8	4	-4	-1	18	30	0
> Cc1ccc(S(=O)(=O)N2CCN(C(=O)CC(C)n3nc(C)c(Cl)c3C)CC2)cc1 (centres undefined)
    -13	i	-0.9	2	1	4	-14	1	4
> Cc1ccc(C(=O)NC2CCCC(C)C2C)cc1S(=O)(=O)N1CCCCC1 (centres undefined)
    -1	i	-0.3	-11	2	-6	9	16	2
> c1cnc(N2CCN(Cc3c[nH]c4ccccc34)CC2)nc1
    6	i	0.7	3	3	3	15	-2	0
> O=C1CC[C@H](OCc2ccccc2)CCN1[C@H](CSc1ccccc1)Cc1ccccc1
    -1	i	-0.4	-4	-4	-8	11	12	0
